# Screens from PubChem.
# C diff HTS: C. difficile growth inhibition | Clostridium difficile clinical isolate growth, OD600, 24 h; active compounds read low | growth activity, negative = inhibition, % at 16 µg/mL (by protocol) | 86,000 compounds, 0.25% hits | AID 1259249;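 active = mean growth activity at or below -80% and every replicate also at or below -80%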;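 also: 0% = DMSO wells and -100% = levofloxacin 16 µg/mL wells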
# Tcruzi prolif: inhibitors of T. cruzi proliferation | AID 624255 | T. cruzi beta-gal in NIH3T3, GalScreen luminescence, 90 h | 77,000 compounds, 5.9% hits | inhibition, % at 8.34 µM;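 active = mean inhibition above about 93%, with at least 55% of replicates each passing it, limit read from the data, passing the limit was not always enough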
# GASC1 inh: KDM4C (human) demethylase inhibition | Q9H3R0 | 96,000 compounds, 0.15% hits | inhibition, % at 12.5 µM | GST-KDM4C 2-372, H3K9me3 peptide, LANCE TR-FRET | AID 720574;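 active = mean replicate inhibition above about 25%, with at least 55% of replicates also reaching it, limit read from the data, passing the limit was not always enough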
# Target sequence (Q9H3R0 2-372 limits assumed): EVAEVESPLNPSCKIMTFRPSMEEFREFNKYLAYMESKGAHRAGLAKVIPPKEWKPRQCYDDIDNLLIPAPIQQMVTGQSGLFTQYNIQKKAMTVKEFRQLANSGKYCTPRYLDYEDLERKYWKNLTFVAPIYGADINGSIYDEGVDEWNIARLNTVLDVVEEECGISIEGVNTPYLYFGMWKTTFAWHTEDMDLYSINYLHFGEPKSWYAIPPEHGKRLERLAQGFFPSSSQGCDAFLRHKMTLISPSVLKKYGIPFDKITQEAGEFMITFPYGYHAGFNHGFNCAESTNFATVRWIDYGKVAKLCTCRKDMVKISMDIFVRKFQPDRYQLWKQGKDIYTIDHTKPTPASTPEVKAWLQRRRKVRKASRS
#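 Material: GST-tagged GASC-1 (JMJD2C) catalytic fragment, aa 2-372. Input: enzyme final amount 10 nM. Medium: HEPES buffer, pH 7.5, plus ascorbate. Reagent: H3K9me3 peptide substrate, Fe(II), 2-oxoglutarate. Doses: single dose. Times: reaction 30 min RT, detection step 1 h RT. Measured by: LANCE TR-FRET. Evaluation: Fall in 671/618 emission ratio as inhibition.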
# Pf Dd2 inh: blocks growth of Plasmodium falciparum Dd2 parasites; 94,000 compounds, 2.3% hits; activity change, % at 10 µM; P. falciparum Dd2 growth, SYBR Green, 72 h; active compounds read low; in the data active = activity change below about -80%
# * hit, by the source's call; / = no result given; & = joins results of further samples. Compounds as they come; overall some 7% were active at least once.
# Value order: C diff HTS, Tcruzi prolif, GASC1 inh, Pf Dd2 inh
Cc1noc(C)c1S(=O)(=O)Nc1ccc2c(c1)C(=O)N([C@@H](C)CO)C[C@H](C)[C@H](CN(C)C(=O)Nc1ccc(F)cc1)OCCCC[C@H](C)O2
 : 3.1, 1.8, -1.6, -55.6
C[C@@H]1CN([C@@H](C)CO)C(=O)c2cc(NS(=O)(=O)c3cccs3)ccc2O[C@H]1CN(C)Cc1ccc(C(F)(F)F)cc1
 : 3.4, 36.7, -2.1, -6.7
COCC(=O)N(C)C[C@@H]1Oc2ncc(-c3ccccc3C)cc2C(=O)N([C@@H](C)CO)C[C@H]1C
 : -0.8, -5.6, -0.9, 17.8
O=C(C[C@@H]1C[C@@H]2c3cc(NC(=O)Nc4ccccc4)ccc3O[C@@H]2[C@H](CO)O1)NCC(F)(F)F
 : 0.1, 7.9, -0.2, 5.0
Cc1ccc(S(=O)(=O)N[C@@H]2CC[C@H](CCn3cc(-c4ccccc4F)nn3)O[C@H]2CO)cc1
 : 0.6, /, -1.7, -36.0
C[C@H]1CN([C@@H](C)CO)C(=O)c2cccc(NS(=O)(=O)c3cn(C)cn3)c2O[C@@H]1CN(C)Cc1ccccc1
 : -0.4, 8.2, 8.0, 22.7
CO[C@@H]1CN(C)C(=O)c2cc(NC(=O)Nc3ccccc3F)ccc2OC[C@@H](C)N(Cc2ccccc2F)C[C@H]1C
 : -0.2, 52.4, 1.6, -65.8
Cc1ccc(-c2ccc3c(c2)O[C@@H](CN(C)C(=O)C2CCCCC2)[C@H](C)CN([C@@H](C)CO)S3(=O)=O)cc1
 : /, 120.1*, -3.2, -39.7
C[C@H]1CCCCO[C@@H](CN(C)C(=O)CCCN(C)C)[C@@H](C)CN([C@@H](C)CO)C(=O)c2cc(NS(=O)(=O)c3ccc(Cl)cc3)ccc2O1
 : -0.7, -3.6, 3.7, -46.2
COc1ccc2c3c(n(C)c2c1)[C@@H](CO)N(C(=O)c1ccccc1)CC31CN(C)C1
 : -8.6, /, -0.1, -25.0
CCCC#Cc1ccc([C@H]2[C@@H](CO)N3CCCCN(S(=O)(=O)CC)C[C@@H]23)cc1
 : 2.2, 67.5, -0.3, -23.5
COc1ccccc1S(=O)(=O)N(C)C[C@@H]1OCc2ccccc2-c2c(n(C)c3ccccc23)C(=O)N([C@H](C)CO)C[C@@H]1C
 : -6.5, 81.9, -1.4, -93.9*
CCS(=O)(=O)N[C@H]1C=C[C@H](CC(=O)NC2Cc3ccccc3C2)O[C@H]1CO
 : /, -0.4, 1.5, 0.5
Cc1cccc(S(=O)(=O)N[C@H]2CC[C@@H](CCNC(=O)c3cnccn3)O[C@H]2CO)c1
 : /, 46.9, -1.8, 20.6
CC=Cc1ccc2n(c1=O)C[C@H]1[C@H](CO)[C@@H](C(=O)NC3CCC3)[C@@H]2N1C(=O)c1ccccn1 (mixture of isomers)
 : 4.0, -11.8, 1.1, /

# Individual results from the results shown:
# Result of Cc1ccc(S(=O)(=O)N[C@@H]2CC[C@H](CCn3cc(-c4ccccc4F)nn3)O[C@H]2CO)cc1 in GASC1 inh: -1.7
# Result of CO[C@@H]1CN(C)C(=O)c2cc(NC(=O)Nc3ccccc3F)ccc2OC[C@@H](C)N(Cc2ccccc2F)C[C@H]1C in C diff HTS: -0.2

# Next section
# Value order: C diff HTS, Tcruzi prolif, GASC1 inh, Pf Dd2 inh
O=C(C[C@@H]1CC[C@@H]2[C@H](COC[C@H](O)CN2S(=O)(=O)c2ccccc2)O1)Nc1ccc(-c2ccccc2)cc1
 : /, 78.0, -2.8, -38.1
O=C(C[C@@H]1CC[C@@H](NC(=O)C2CCC2)[C@@H](CO)O1)NC1CCC1
 : 4.4, /, -2.6, -13.5
COCC(=O)N(C)C[C@H]1Oc2ncc(C3=CCCC3)cc2C(=O)N([C@H](C)CO)C[C@H]1C
 : -2.1, /, 0.2, 13.5
C[C@H]1CN([C@@H](C)CO)C(=O)CCCn2cc(nn2)CO[C@H]1CN(C)C(=O)OCc1ccccc1
 : 0.5, 30.2, 0.3, -1.7
Cc1noc(C)c1S(=O)(=O)N(C)C[C@@H]1OCCCC[C@H](C)Oc2ccc(NC(=O)C3CCCCC3)cc2C(=O)N([C@@H](C)CO)C[C@@H]1C
 : -3.0, 56.9, -0.5, -71.8
CN1C(=O)c2cc(NC(=O)c3cnccn3)ccc2OC[C@@H]2O[C@H](CC(=O)NCC3CCCCC3)CC[C@@H]21
 : 2.9, 34.7, -6.1, /
C[C@H]1CN([C@@H](C)CO)S(=O)(=O)c2ccc(-c3cncnc3)cc2O[C@H]1CN(C)C(=O)Cc1ccncc1
 : 0.1, -22.6, 0.0, 49.5
C[C@H](NC(=O)C[C@@H]1CC[C@H]2[C@@H](COC[C@@H](O)CN2C)O1)c1ccccc1
 : -6.1&-6.7, -53.6, -1.6, 36.5
O=C(C[C@@H]1CC[C@H]2[C@@H](COC[C@H](O)CN2C(=O)c2cccnc2)O1)NCc1ccc(-c2ccccc2)cc1
 : /, -54.6, -1.0, 3.8
C[C@H](CO)N1C[C@H](C)[C@@H](CN(C)C(=O)Nc2ccc(F)cc2)Oc2ccc(NS(=O)(=O)c3cccs3)cc2C1=O
 : -5.4, -1.7, 0.6, 2.3
N#C[C@@H]1[C@H](c2ccccc2)[C@@H](CO)N1C(=O)C1CCCC1
 : -10.9, 32.8, -1.2, 17.3
C[C@H](CO)N1C[C@H](C)[C@H](CN(C)S(=O)(=O)c2cn(C)cn2)OCCCC[C@H](C)Oc2ccc(N(C)C)cc2C1=O
 : 1.1, 84.6, 9.9, 14.4
CCN1C[C@@H](C)[C@H](OC)CN(C)C(=O)c2cc(NC(=O)c3ccno3)ccc2OC[C@H]1C
 : /, 4.4, 5.2, -0.7
COc1ccc2c3c([nH]c2c1)[C@H](CO)N(C(=O)Nc1ccc(F)cc1)CC31CCN(S(=O)(=O)c2cn(C)cn2)CC1
 : 8.9, /, -1.3, -42.7
C[C@@H]1CN([C@@H](C)CO)C(=O)c2cc(-c3cccnc3)cnc2O[C@@H]1CN(C)C(=O)C1CCC1
 : -2.1, 43.9, -0.2, 19.3
COc1ccc2c3c([nH]c2c1)[C@@H](CO)N(S(C)(=O)=O)CC31CN(C(=O)c2cccnc2)C1
 : -6.1, /, 0.2, 35.8
C[C@@H]1CN([C@H](C)CO)C(=O)Cc2cc(NS(=O)(=O)c3ccccc3)ccc2O[C@H]1CN(C)Cc1ccc2c(c1)OCO2
 : -8.2, 62.5, -0.6, -3.0
O=C(NC[C@@H]1[C@@H](c2ccccc2)[C@@H](CO)N1C(=O)Cc1cccnc1)C1CCC1
 : 1.8, -4.0, -0.1, 0.6
C[C@H]1CN([C@@H](C)CO)C(=O)c2cc(NC(=O)Nc3ccc(F)cc3)ccc2O[C@@H]1CN(C)S(=O)(=O)c1cn(C)cn1
 : -3.4, -3.3, 15.8, -36.6
C[C@@H]1CN([C@H](C)CO)C(=O)c2cccc(NC(=O)Nc3cccc4ccccc34)c2O[C@H]1CN(C)S(=O)(=O)c1ccc(Cl)cc1
 : -12.6, 20.7, /, 4.9
O=C(C1CC1)N1CC(=O)N2[C@@H](CO)[C@@H](c3ccc(C#CCc4ccccc4)cc3)[C@@H]2C1
 : 37.7, /, 2.0, -30.5
CO[C@@H]1CN(C)C(=O)c2cc(NC(=O)Nc3ccccc3)ccc2OC[C@H](C)NC[C@H]1C
 : -1.8, -19.0, -1.2, /
COc1ccc2c3c([nH]c2c1)[C@@H](CO)N(C(=O)c1cccc(F)c1)CC31CN(C(=O)c2cccc(F)c2)C1
 : 6.2, /, -1.8, -25.1
CO[C@@H]1CC[C@H]2CCOc3c(C#N)cccc3C(=O)N(C)CC3(CCCCC3)CC(=O)N(C)C[C@H]1O2
 : /, 31.8, 0.5, -0.4
CC(=O)N1[C@H](CO)[C@H](c2ccccc2)[C@@H]1CNC(=O)CN1CCOCC1
 : -4.5, -12.3, 0.4, 37.7
C[C@@H]1CCCCO[C@@H](CN(C)S(=O)(=O)c2ccc(F)cc2)[C@@H](C)CN([C@@H](C)CO)C(=O)c2cc(NC(=O)c3ccncc3)ccc2O1
 : -2.7, 56.5, 0.2, -48.9
CC(=O)N1[C@@H]2c3ccc(-c4ccccc4F)c(=O)n3C[C@@H]2[C@@H](CO)[C@@H]1C(=O)NCC1CC1
 : -3.4, 42.2, -1.4, 6.6
Cc1ccc(S(=O)(=O)N2CC[C@@H]3[C@@H](CO)Nc4ccc(-c5ccccc5F)cc4[C@@H]32)cc1
 : 2.6, 115.9*, -2.5, -53.7
C[C@H](CO)N1C[C@H](C)[C@H](CN(C)Cc2ccc(-c3ccccc3)cc2)Oc2c(NC(=O)c3nc4ccccc4s3)cccc2C1=O
 : 4.3, 63.8, -4.3, -47.4
Cc1noc(C)c1S(=O)(=O)Nc1ccc2c(c1)CC(=O)N([C@H](C)CO)C[C@H](C)[C@@H](CN(C)C(=O)Nc1ccc3c(c1)OCO3)O2
 : -0.9, 12.3, 0.4, -3.7

# Complete entries as entered above.
# `Cc1ccc(S(=O)(=O)N2CC[C@@H]3[C@@H](CO)Nc4ccc(-c5ccccc5F)cc4[C@@H]32)cc1` across the screens: C diff HTS = 2.6; Tcruzi prolif = 115.9*; GASC1 inh = -2.5; Pf Dd2 inh = -53.7
# `Cc1noc(C)c1S(=O)(=O)Nc1ccc2c(c1)CC(=O)N([C@H](C)CO)C[C@H](C)[C@@H](CN(C)C(=O)Nc1ccc3c(c1)OCO3)O2` across the screens: C diff HTS = -0.9; Tcruzi prolif = 12.3; GASC1 inh = 0.4; Pf Dd2 inh = -3.7

# (next part)
# Value order: C diff HTS, Tcruzi prolif, GASC1 inh, Pf Dd2 inh
CN1C(=O)c2cc(NC(=O)C3CC3)ccc2OC[C@@H]2O[C@@H](CC(=O)NCc3cccc(F)c3)CC[C@@H]21
 : -1.7, 18.4, -1.1, -2.5
O=S(=O)(N[C@H]1CC[C@@H](CCn2cc(C3(O)CCCC3)nn2)O[C@H]1CO)c1ccccc1
 : -1.0, -18.1, -0.2, -16.5
C[C@H](CO)N1C[C@H](C)[C@H](CN(C)C(=O)NC2CCCCC2)Oc2ccc(NC(=O)c3ccncc3)cc2C1=O
 : -0.1, /, -1.6, 10.8
Cc1ccc(S(=O)(=O)N(C)C[C@H]2OCc3cn(nn3)CCCC(=O)N([C@H](C)CO)C[C@@H]2C)cc1
 : 2.0, 2.5&-5.7, -1.4, 2.7&3.0
C[C@H](NC(=O)C[C@H]1CC[C@H](NC(=O)c2cccnc2)[C@H](CO)O1)c1ccccc1
 : /, 67.2, 5.3, 0.2
C[C@@H]1CCCCO[C@H](CN(C)Cc2ccc(Cl)c(Cl)c2)[C@@H](C)CN([C@@H](C)CO)C(=O)c2cc(NC(=O)Nc3ccc(C(F)(F)F)cc3)ccc2O1
 : 21.8, 26.4, -0.5, -86.4*
CO[C@@H](CN(C)Cc1nccs1)[C@@H](C)CN([C@@H](C)CO)S(=O)(=O)c1ccc(C)cc1
 : /, 45.1, 0.5, 3.8
C[C@@H]1CN([C@H](C)CO)C(=O)c2cccc(NC(=O)CCCCCC(=O)Nc3ccccc3N)c2O[C@H]1CN(C)CC1CC1
 : -4.3, /, 0.4, -74.8
COc1ccc(NC(=O)Nc2ccc3c(c2)C(=O)N([C@@H](C)CO)C[C@H](C)[C@H](CN(C)S(=O)(=O)c2ccc(OC)cc2)OCCCC[C@@H](C)O3)cc1
 : 4.3, 43.2, 0.2, -87.6*
C[C@@H]1CN([C@H](C)CO)C(=O)c2cc(NS(=O)(=O)c3ccccc3)ccc2O[C@@H](C)CCCCO[C@@H]1CN(C)C(=O)C1CCCCC1
 : -2.1, 26.9, -1.7, -32.8
CC(C)NC(=O)Nc1ccc2c(c1)CC(=O)N([C@H](C)CO)C[C@H](C)[C@@H](CN(C)C(=O)Nc1ccc(F)cc1)O2
 : 3.5, -43.8, 0.3, -11.1
COc1ccccc1NC(=O)N1CC(=O)N2[C@@H](CO)[C@H](c3ccc(C#CC4CC4)cc3)[C@@H]2C1
 : -2.8, /, -0.8, -3.5
C[C@@H]1CN([C@H](C)CO)S(=O)(=O)c2ccc(C#CC3CCCC3)cc2O[C@H]1CN(C)Cc1cccnc1
 : 1.1, 97.1*, 2.3, -81.7*
COc1cccc(S(=O)(=O)N[C@@H]2C=C[C@H](CC(=O)NC3CCC3)O[C@H]2CO)c1
 : -3.4, -64.8, -1.2, 6.2
C[C@@H]1CN([C@@H](C)CO)S(=O)(=O)c2ccc(/C=C/c3ccccc3)cc2O[C@H]1CN(C)C(=O)c1cccnc1
 : -10.2, 56.3, -0.3, -15.2
COc1ccc(C#Cc2ccc([C@@H]3[C@H]4CN(C(=O)c5ccccc5)CC(=O)N4[C@H]3CO)cc2)cc1
 : 6.5, /, -2.4, -60.3
CC(C)NC(=O)N(C)C[C@@H]1Oc2ccc(NC(=O)NC3CCCCC3)cc2C(=O)N([C@H](C)CO)C[C@@H]1C
 : -7.3, -20.6, -0.4, 6.0
C[C@@H]1CN([C@H](C)CO)S(=O)(=O)c2ccc(-c3ccc(F)cc3)cc2O[C@@H]1CN(C)C(=O)C1CC1
 : -5.4, -126.3, -0.9, 13.2
CN(C)C(=O)C[C@H]1CC[C@@H](NC(=O)NC2CCCC2)[C@@H](CO)O1
 : /, -35.4, -1.3, 3.2
